OX1R antag-1: OX1R (human) antagonism. O43613. OX1R-expressing cells, FRET antagonist read-out. inhibition, % at 6.6 µM. hit rate 1.8% among 330,000. AID 485270; in the data active = inhibition mostly above about 38%, no sharp cut-off; inactive = mostly below about 40%;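 also: 0% = agonist challenge alone and 100% = reference antagonist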
Target sequence (O43613 whole entry, looked up): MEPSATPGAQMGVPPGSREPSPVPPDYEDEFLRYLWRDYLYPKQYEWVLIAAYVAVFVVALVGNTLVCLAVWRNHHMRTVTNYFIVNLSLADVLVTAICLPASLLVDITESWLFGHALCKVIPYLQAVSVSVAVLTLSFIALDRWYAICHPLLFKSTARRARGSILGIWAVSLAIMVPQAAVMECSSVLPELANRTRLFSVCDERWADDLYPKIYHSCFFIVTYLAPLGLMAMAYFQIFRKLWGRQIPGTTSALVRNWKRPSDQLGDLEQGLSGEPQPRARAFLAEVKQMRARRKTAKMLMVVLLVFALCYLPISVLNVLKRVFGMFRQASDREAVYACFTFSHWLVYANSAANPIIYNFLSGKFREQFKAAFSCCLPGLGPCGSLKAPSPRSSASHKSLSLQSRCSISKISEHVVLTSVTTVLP
OX1R antag-2: antagonists of human orexin 1 receptor; inhibition, % at 5 µM; CHO/OX1R cells, Fluo-8 calcium fluorescence, orexin A; AID 434989; hit rate 0.43% among 330,000; O43613;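 active = inhibition above its plate's threshold, mean inhibition of all tested compounds on the plate plus 3 SD, cut at about 37% in these data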;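 also: 0% = orexin A challenge wells and 100% = SB-334867-A antagonist wells; not every result past the cut was called active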
Numbers without * were called inactive.

nr | OX1R antag-1 | OX1R antag-2 | Compound
1 | 28 | -23 | Cc1cc(-n2c(C)cc(C(=O)CSc3nncn3C(C)C)c2C)no1
2 | 6 | -17 | Cc1nn(CCc2nn[nH]n2)c2nc(-c3ccc(Br)cc3)cc(C(F)(F)F)c12
3 | 12 | -32 | CCOc1ccccc1C1C(C(N)=O)=C(C)Nc2nc(-c3ccccc3Cl)nn21 (stereo unspecified)
4 | 5 | -26 | O=C(CNC(=O)C(c1ccccc1)c1ccccc1)N/N=C/c1cccnc1
5 | 21 | -5 | Cc1cc(C)c(NS(=O)(=O)c2ccc3c(c2)NC(=O)CC(=O)N3)c(C)c1
6 | 29 | -5 | CC1CCN(c2nc3ccccn3c(=O)c2C=O)CC1
7 | 15 | -6 | Cc1nc(NS(=O)(=O)c2ccc(Br)cc2)c2c3c(sc2n1)CCC3
8 | 29 | -16 | COc1ccc(C[C@@H]2CN3C(=NC[C@@H]3Cc3ccc(O)cc3)N2C[C@H](C)NC(=O)CCC2CCCCC2)cc1
9 | 7 | -15 | CC1=C(C(=O)Nc2ccc(C(=O)N3CCN(c4cccc(Cl)c4)CC3)cc2)SCCO1
10 | 7 | -6 | COC(=O)CNC(=O)COC(=O)c1cc(SC)ccc1Cl
11 | 13 | -26 | CCn1c(C)cc(/C=C2\NC(=O)N(Cc3ccc(Cl)cc3)C2=O)c1C
12 | 5 | -5 | O=C(CCn1c(=S)oc2ccccc21)Nc1cccc(O)c1
13 | 7 | -8 | COC(=O)C1C2C=CC3(CN(C4CCCC4)C(=O)C13)O2 (stereo unspecified)
14 | 2 | -10 | O=C(NC1CCN(C(=S)Nc2ccc(Cl)cc2)CC1)c1ccco1
15 | 12 | -15 | O=C(COc1ccccc1Cl)Nc1ccc(S(=O)(=O)N2CCOCC2)cc1
16 | 14 | -15 | CC(=O)Nc1ccc(NC(=O)C(C)OC(=O)C2CCN(S(=O)(=O)c3cccs3)CC2)cc1 (stereo unspecified)
17 | 16 | -31 | COC(=O)c1sc(N2C(=O)C(O)=C(C(=O)c3ccc(C)o3)C2c2ccc(F)cc2)nc1C (stereo unspecified)
18 | -4 | -9 | CC(=O)c1cccc(NS(=O)(=O)N2CCCCC2)c1
19 | 18 | -9 | O=C(NCC1CCCO1)C1CCN(S(=O)(=O)c2ccc(Br)cc2)CC1 (stereo unspecified)
20 | 7 | -24 | Cc1cccc(NC(=S)NC2CC3CCCC(C2)N3Cc2ccccc2)c1C (stereo unspecified)
21 | 3 | -15 | NC(=O)Nc1ccc(Oc2ncc(C(F)(F)F)cc2Cl)cc1
22 | 4 | -13 | CC(=O)Nc1ccccc1C(=O)N1CC(C)OC(C)C1 (stereo unspecified)
23 | 13 | 8 | Cc1ccc(S(=O)(=O)NCCSCc2ccccc2)cc1
24 | 28 | -7 | C=C1CCN([C@@H](Cc2ccccc2)C(=O)NCc2ccc(Cl)cc2)S(=O)(=O)c2ccccc21
25 | 8 | -9 | c1ccc(Cn2nnc3c(N4CCc5ccccc54)ncnc32)cc1
26 | 22 | -24 | CCOC(=O)C1=C(C)N=C2SC(C(=O)OC)=CC(=O)N2C1c1cc(OC)c(OC)c(OC)c1 (stereo unspecified)
27 | 20 | 3 | Nc1nnc(CC(=O)N/N=C/c2ccc(-c3ccc(Cl)cc3Cl)o2)s1
28 | 8 | -25 | COc1ccccc1OCc1ccc(C(=O)n2nc(C)c(Cl)c2C)o1
29 | 27 | -5 | O=C(NNC(=O)c1cc2ccccc2cc1O)Nc1ccccc1F
30 | 36 | -14 | Cc1cccc(-c2cnn(-c3cccc([N+](=O)[O-])c3)c2N)c1
31 | 2 | -4 | COc1ccc(CN(C)C(=O)c2ccc(NS(=O)(=O)c3ccc4[nH]c(=O)[nH]c4c3)cc2)c(OC)c1OC
32 | 28 | 2 | CCN(C(=O)CN1C=NS(=O)(=O)c2ccccc21)c1ccccc1
33 | 5 | -14 | CSc1ccc(/C=C(\NC(=O)c2ccc(C)cc2)C(=O)NN)cc1
34 | 17 | -9 | O=C(CNC(=O)c1cccc(OC(F)F)c1)OCC(=O)c1ccccc1
35 | 47* | 9 | CCCn1c(=N)c(C#N)cc2c(=O)n3ccccc3nc21
36 | 13 | -15 | COCCn1c(=S)[nH]c2sc3c(c2c1=O)CCC(C)C3 (stereo unspecified)
37 | 6 | -22 | COc1cccc(/C=C/C(=O)OCC(=O)NC(=O)NC2CCCC2)c1
38 | 10 | -17 | CSc1cccc(NC(=O)C2C3C=CC4(O3)C2C(=O)N(CCN2CCOCC2)C4C(=O)NC2CCCCC2)c1 (stereo unspecified)
39 | 22 | -20 | CCOc1ccc(Nc2oc(Cc3ccccc3)nc2C#N)cc1
40 | -7 | -1 | O=C(O)c1ccc(OCC(F)(F)F)nc1
41 | 14 | 13 | COc1ccc(C)c2sc(N3CCCC3)nc12
42 | 21 | 0 | O=C(NCc1ccco1)C1Cc2cc(Cl)ccc2O1 (stereo unspecified)
43 | 17 | -13 | O=C(N/N=C/c1ccoc1)c1ccccc1F
44 | 31 | -24 | Cc1cc(C(=O)OCC(=O)NCc2ccc3c(c2)OCO3)c2ccccc2n1
45 | 8 | 4 | COC(=O)c1ccccc1CCC(C)=O
46 | 7 | 24 | CC1(C)CC[C@]2(C(=O)O)[C@H](O)C[C@]3(C)C(=CCC4[C@@]5(C)C[C@H](O)[C@H](O)[C@@](C)(CO)C5CC[C@]43C)[C@@H]2C1 (stereo partly specified)
47 | 82* | 12 | COc1ccccc1NC(=O)c1nn(-c2cccc(C(F)(F)F)c2)ccc1=O
48 | 7 | -39 | COc1cc(-n2c(=O)c3ccccc3n(Cc3ccccc3)c2=O)cc(OC)c1OC
49 | 25 | -12 | Cc1cc(C(=O)COC(=O)c2ccc(Cl)c(S(N)(=O)=O)c2)c(C)n1CC1CCCO1 (stereo unspecified)
50 | 60* | 27 | COc1ccc2ccccc2c1/C=N/NC(=O)c1nnn(-c2nonc2N)c1C(C)C
51 | 48 | -4 | COc1ccc2c(Cl)c(C(=O)N/N=C/c3cccnc3)sc2c1
52 | 23 | -10 | [N-]=[N+]=CC(=O)CC(c1ccccc1)N1C(=O)c2ccccc2C1=O (stereo unspecified)
53 | 0 | -26 | COc1ccc(OCCCCN(C)Cc2ccccc2)cc1
54 | 9 | -13 | COc1ccc(NC(=O)O/N=C/c2ccccc2Cl)cc1
55 | 18 | 9 | COc1ccc(CCNc2cn[nH]c(=O)c2Cl)cc1OC
56 | -2 | -6 | COc1ccccc1OCC(=O)NNC(=O)c1ccc(F)c(S(=O)(=O)N2CCOCC2)c1
57 | 11 | 1 | C=CCn1c(SCC(=O)Nc2cccc(C)c2)nnc1-c1cnccn1
58 | 15 | 86* | CC(=O)N=c1cccc(NC(C)=O)n1O
59 | 4 | -5 | COC(=O)[C@]1(Cc2ccccc2)N[C@H](CN(C)C(C)=O)[C@@H]2C(=O)N(Cc3ccccc3)C(=O)[C@@H]21
60 | 13 | -17 | COc1ccc(CNCCS(=O)(=O)NN2CCOCC2)cc1

By substructure: the compounds so far containing a CF3 group (four)
nr | OX1R antag-1 | OX1R antag-2 | Compound
2 | 6 | -17 | Cc1nn(CCc2nn[nH]n2)c2nc(-c3ccc(Br)cc3)cc(C(F)(F)F)c12
21 | 3 | -15 | NC(=O)Nc1ccc(Oc2ncc(C(F)(F)F)cc2Cl)cc1
40 | -7 | -1 | O=C(O)c1ccc(OCC(F)(F)F)nc1
47 | 82* | 12 | COc1ccccc1NC(=O)c1nn(-c2cccc(C(F)(F)F)c2)ccc1=O

Next structures follow.
nr | OX1R antag-1 | OX1R antag-2 | Compound
61 | 29 | -18 | CN(C)CCN(C(=O)c1cccc2ccccc12)c1nc2cc3c(cc2s1)OCO3
62 | 3 | 11 | O=C(CNc1ccc2ccccc2c1)N/N=C/c1ccc(C(=O)O)cc1
63 | 10 | -36 | CCc1c(C)nc(SCCOc2ccc(OC)cc2)[nH]c1=O
64 | -4 | 6 | CN1C(=O)/C(=C/c2ccc(OCc3ccccc3F)cc2)NC1=S
65 | 11 | -4 | CC1CCN(CCCNC(=O)C2CCC(=O)N2C2CCCC2)CC1 (stereo unspecified)
66 | 41 | -11 | O=C(COc1cccc2cccnc12)N/N=C/c1ccc(O)cc1
67 | 23 | -14 | CC(=O)Nc1nnc(SCC(=O)c2ccc(F)cc2)s1
68 | 22 | -5 | Cn1ncc(Cl)c1C(=O)NCC1CCCO1 (stereo unspecified)
69 | -1 | -13 | CN(C)S(=O)(=O)c1ccc(C(=O)NC(=O)CSc2nncs2)cc1
70 | 29 | -23 | CCCN1CCN(S(=O)(=O)c2ccc3c(c2)NC(=O)C(C)S3)CC1 (stereo unspecified)
71 | 16 | -33 | Clc1ccc(N2CCN(c3nc4nonc4nc3N3CCSCC3)CC2)nc1
72 | 32 | -13 | CCOc1cc(/C=N\NC(=O)c2ccc(NC(=O)C(C)(C)C)cc2)ccc1OC(=O)c1cccc(C)c1
73 | 19 | -10 | COc1ccc(C(=O)Nc2ccc(NC(=O)C3CCCCC3)nc2)cc1
74 | 16 | -15 | CC(NC(=O)COC(=O)c1ccc2ccccc2n1)c1ccccc1 (stereo unspecified)
75 | 3 | -30 | Cc1csc(=O)n1CCC(=O)OCc1nnc(-c2ccccc2Cl)o1
76 | 1 | 1 | CN(C)/C=N/C(=S)Nc1ccccc1Cl
77 | 24 | -9 | CC(C)CC(=O)Nc1ccc(C(=O)CN2CCN(c3ccc(O)cc3)CC2)cc1
78 | 22 | -16 | Cc1nc2ccccc2c(-c2ccccc2)c1C(=O)c1ccccc1
79 | 9 | -34 | O=C(Nc1ccc2c(c1)OCO2)N1CCN(S(=O)(=O)c2ccc(Cl)cc2)CC1
80 | 25 | -3 | COc1ccc(NC(=O)c2ccccn2)cc1OC
81 | 15 | -15 | CC1(C(=O)NCc2ccccc2)Oc2ccccc2NC1=O (stereo unspecified)
82 | 15 | 0 | Cc1ccc(/C=N\NC(=O)COc2ccc(C)cc2[N+](=O)[O-])cc1
83 | 10 | -10 | COc1cc2c(cc1OC)C(SC)=NC1(CCCC1)C2
84 | 4 | -21 | COc1ccc(CN(C)C(=O)CCCNC(=O)c2ccc(Cl)cc2)cc1
85 | 11 | -26 | Cc1ccc(-c2nn(C)c(=O)c3ccccc23)cc1S(=O)(=O)N1CCCC1
86 | 9 | 0 | COc1cc(NC(=O)Cn2cnc(S(=O)(=O)N3CCC(C)CC3)c2)cc(OC)c1OC
87 | 18 | -15 | O=C(CC(c1ccccc1)c1cc(Cl)ccc1O)N1CCOCC1 (stereo unspecified)
88 | 8 | -36 | CCOC(=O)N1CCN(CC(=O)Nc2cc(C)nn2-c2nc3ccccc3s2)CC1
89 | 12 | 2 | N#Cc1ccc2[nH]cc(CCO)c2c1
90 | 3 | -28 | C=CC[C@H](CC(=O)NCCO)C(=O)N[C@@H](COC(=O)[C@H](CC=C)CC(=O)OC(C)(C)C)Cc1ccccc1

The last 2 records of the section above are carried over, then new ones follow:
nr | OX1R antag-1 | OX1R antag-2 | Compound
89 | 12 | 2 | N#Cc1ccc2[nH]cc(CCO)c2c1
90 | 3 | -28 | C=CC[C@H](CC(=O)NCCO)C(=O)N[C@@H](COC(=O)[C@H](CC=C)CC(=O)OC(C)(C)C)Cc1ccccc1
91 | 13 | -14 | O=C(c1ccc2c(c1)OCCO2)N1CCN(c2ccccn2)CC1
92 | 8 | -7 | CC(=O)Nc1cccn(Cc2c(Cl)cccc2Cl)c1=O
93 | 27 | -2 | CCOCC(=O)Nc1ccc(OCc2ccccc2)cc1
94 | 12 | -18 | CC(=O)Nc1ccc(-c2csc(NC(C)c3ccccc3)n2)cc1 (stereo unspecified)
95 | 28 | -35 | O=C(NCc1ccco1)C(c1ccncc1)N(C(=O)Cc1cccs1)c1ccccc1 (stereo unspecified)
96 | 15 | -24 | COc1ccc2[nH]c3c(c2c1)CCN1C(=O)N([C@@H](C)C(=O)NCc2ccco2)C(=O)[C@]31C
97 | 4 | -27 | O=C1CCCC/C=C\C[C@H](CC(=O)N(CCO)Cc2ccccc2)C(=O)N2CCC[C@@H]2CO1
98 | 5 | 6 | CCN(CC(=O)Nc1c(F)cccc1F)C(=O)CN1C(=O)C2CCCCC2C1=O (stereo unspecified)
99 | 4 | -6 | CCn1cc(C(=O)NCCc2ccc(C)cc2)c(=O)c2cc(S(=O)(=O)N(C)C)ccc21
100 | 20 | -13 | COc1ccc(N2CCN(C(=O)c3csc4ccccc34)CC2)cc1
101 | 17 | -11 | COc1ccccc1CNC(=O)CS(=O)(=O)c1ccccc1
102 | 11 | -23 | COc1ccccc1OCC#CCn1ccnc1
103 | 16 | -13 | O=C(CN1CCN(S(=O)(=O)c2ccc(Cl)s2)CC1)NCc1ccc(Cl)cc1
104 | 53 | -24 | N#Cc1c(N)n(CCCN2CCOCC2)c2nc3ccccc3nc12
105 | -12 | -3 | O=C(O)c1cc(-c2cccs2)nc2ccc(Br)cc12
106 | 6 | -12 | CNCc1ccc(OCc2ccccc2)c(OC)c1
107 | 17 | -23 | O=C(CCN1C(=O)/C(=C/c2ccccc2F)SC1=S)N[C@@H](CO)Cc1ccccc1
108 | 14 | -32 | COc1ccc(CCC(=O)NCCS(=O)(=O)N2CCN(c3ccccc3F)CC2)cc1
109 | -3 | -19 | CC(=O)NS(=O)(=O)c1ccccc1
110 | 17 | -25 | CCCC1(c2ccccc2)NC(=O)N(CCN2C(=O)c3ccccc3C2=O)C1=O (stereo unspecified)
111 | 23 | -29 | COc1ccc(C(=O)N2CCN(C(=O)c3ccc(-c4ccccc4)cc3)CC2)cc1OC
112 | 17 | -22 | COc1ccc(Cl)cc1NC(=O)CCNS(=O)(=O)c1cccc2nonc12
113 | 15 | 1 | Cc1sc2ncnc(N[C@@H](CCC(=O)O)C(=O)O)c2c1C
114 | -1 | -14 | Cn1c(SCC(=O)N2CCCc3ccccc32)nnc1-c1cccs1

Shown as a hit in OX1R antag-2 (from the list above):
nr | OX1R antag-1 | OX1R antag-2 | Compound
58 | 15 | 86* | CC(=O)N=c1cccc(NC(C)=O)n1O

One compound at a time, from the list above:
Results for COc1ccc2[nH]c3c(c2c1)CCN1C(=O)N([C@@H](C)C(=O)NCc2ccco2)C(=O)[C@]31C → OX1R antag-1 = 15; OX1R antag-2 = -24
Results for COc1ccc(C(=O)N2CCN(C(=O)c3ccc(-c4ccccc4)cc3)CC2)cc1OC → OX1R antag-1 = 23; OX1R antag-2 = -29

An unsorted share of the library. Share with any hit: about 2%.
